From PubChem BioAssay
HTRA1 inhibitor: inhibitors of human serine peptidase HTRA1. Q92743. recombinant HTRA1, FP-rhodamine activity-based probe, fluorescence polarization. inhibition, % at 5.96 µM. 340,000 compounds, 0.5% hits. AID 504803; in the data active = inhibition above about 36%;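 also: 0% = enzyme with DMSO and 100% = wells lacking enzyme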
Target sequence (Q92743 whole entry, looked up): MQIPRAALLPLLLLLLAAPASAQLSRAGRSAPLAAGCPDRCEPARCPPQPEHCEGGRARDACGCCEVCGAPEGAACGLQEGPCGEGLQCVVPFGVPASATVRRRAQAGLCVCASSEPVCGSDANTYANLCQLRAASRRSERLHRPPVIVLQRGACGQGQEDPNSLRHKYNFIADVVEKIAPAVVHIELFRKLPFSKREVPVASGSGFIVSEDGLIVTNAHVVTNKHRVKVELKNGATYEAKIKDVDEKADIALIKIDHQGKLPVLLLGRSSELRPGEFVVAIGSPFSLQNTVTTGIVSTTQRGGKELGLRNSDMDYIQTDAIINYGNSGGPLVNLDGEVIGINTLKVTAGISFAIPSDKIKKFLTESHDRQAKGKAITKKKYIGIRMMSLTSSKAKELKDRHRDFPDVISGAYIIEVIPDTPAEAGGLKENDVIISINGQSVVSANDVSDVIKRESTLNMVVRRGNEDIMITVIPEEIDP
* hit, by the source's call. This is a subset (hit frequency here may not be typical).

HTRA1 inhibitor | molecule
-2 | CC(=O)n1cc(/C=N/NC(=O)c2ccccc2Cl)c2ccccc21
-9 | CCOc1cc2[nH]c(=S)n(CCCC(=O)NCc3ccco3)c(=O)c2cc1OCC
-2 | NS(=O)(=O)c1ccc(CCNC(=O)CNC(=O)c2ccc(Br)o2)cc1
27 | Cc1ccc(O)c(N)c1
-9 | C=CCn1cccc(C(=O)Nc2ccc(OC)c(Cl)c2)c1=O
-29 | c1ccc(-c2oc3ncnc(NCCCn4ccnc4)c3c2-c2ccccc2)cc1
3 | O=S(=O)(c1ccc(F)cc1)N1CCC(N2CCCC2)CC1
-35 | Cc1ccc2nc(NC(=O)CSc3nc4c(c(=O)n3C)SC(C)C4)sc2c1 (stereo not drawn)
-3 | Cc1ccc2nc3c(cc(C(=O)NCCN4CCOCC4)c(=N)n3CCCN3CCOCC3)c(=O)n2c1
-2 | CC(C)(C)c1ccc(/C=C2\CCn3c2nc2cc(C(=O)O)ccc2c3=O)cc1
3 | CCN(CC)c1ccc(CN(C(=O)c2ccco2)C2CCS(=O)(=O)C2)cc1 (stereo not drawn)
7 | CC(C)C1Nc2ccc(C(=O)NCCCN3CCOCC3)cc2NC1=O (stereo not drawn)
2 | COCCN(C(=O)COC(=O)CCOc1ccccc1)c1c(N)n(Cc2ccccc2)c(=O)[nH]c1=O
5 | Cc1cc2c(nn1)CCc1nonc1-2
0 | CCC(=O)Nc1c2c(nn1-c1ccc(C)cc1)CS(=O)(=O)C2
-3 | Cc1ccccc1CSCC(=O)NC1CCCC1
5 | CCOC(=O)c1c(C)n(C)c2ccc(O)c(S(=O)(=O)c3ccccc3)c12
8 | COc1cccc2c1cc1c(=O)n(CC(=O)NC3CCCCC3)nc(C)n12
-8 | CC(C)(C)n1nnnc1C(c1ccccc1)N1CCc2ccccc2C1 (stereo not drawn)
-19 | Cn1nc(C(F)(F)F)c(C(=O)Nc2ccc(F)cc2F)c1Sc1ccc(C(F)(F)F)cc1
3 | O=C(O)CCn1nc(-c2ccc(F)cc2)cc(Cc2ccccc2)c1=O
6 | O=C1S/C(=C\c2ccc(N3CCOCC3)o2)C(=O)N1Cc1ccc(F)cc1
-3 | COc1cccc(N2CC(O)=C(c3nc4ccccc4c(=O)[nH]3)C2=N)c1
6 | COc1cc(OC)c2c(-c3ccccc3)cc(=O)oc2c1C(CCN1CCCCC1)c1ccc(N(C)C)cc1 (stereo not drawn)
2 | CCN1CCN(CCCNC(=O)c2ccc3c(c2)N(Cc2ccc(C)cc2)CCS3)CC1
-19 | Cc1cc(C)n(C(=O)/C(C#N)=N/Nc2cc(Cl)cc(Cl)c2)n1
-6 | CCCCCc1ccc(-c2cn(Cc3ccc([N+](=O)[O-])cc3)nn2)cc1
-10 | C=Cc1ncc(OC)c2c1[nH]c1ccccc12
-6 | C[C@@H]1NC(=O)c2cc([N+](=O)[O-])cc(I)c2NCCCC[C@@H](C(N)=O)NC(=O)[C@H](CCC(=O)O)NC1=O
2 | CCc1ccc(NC(=O)CN(C)S(=O)(=O)c2ccc3[nH]c(=O)oc3c2)cc1
23 | Cc1ccc(-c2csc(N3CCN(c4ccc5nc(-c6ccncc6)n(CCN6CCCCC6)c5c4)CC3)n2)cc1
-22 | C=CCN1C(=O)[C@@H]2Cc3c([nH]c4ccccc34)C(c3ccc(O)cc3)N2C1=S (stereo partly drawn)
-13 | COc1ccccc1CNC(=S)Nc1ccc(S(N)(=O)=O)cc1
4 | CCOC(=O)C1CCCN(C(=O)Cn2ncc3c(=O)oc4ccc(C)cc4c32)C1 (stereo not drawn)
6 | C=CCOc1ccccc1CNc1ccc2c(c1)OCCO2
-13 | COc1cccc(-c2sc3cc(OC)c(OC)cc3c2-c2ccc(OCCN3CCCCC3)cc2)c1
-56 | CSc1ccc(CCNC(=O)c2cccc3c2C(=O)N(C2CCCCC2)C3)cc1
-1 | Cc1ccc(S(=O)(=O)N[C@H](C(=O)Oc2ccc3c(C(F)(F)F)cc(=O)oc3c2)c2ccccc2)cc1
2 | CC(=O)n1cc(C(C[N+](=O)[O-])SCCN)c2ccccc21 (stereo not drawn)
2 | O=C(NCc1cccs1)c1cccnc1C(=O)O
-1 | COC(=O)C(C)Sc1ccc2nnc(-c3ccc(F)cc3)n2n1 (stereo not drawn)
-1 | COc1ccc(/C=C2\CCn3c2nc2ccccc2c3=O)cc1OC
-38 | O=C1/C(=C/c2ccc(O)c(O)c2)SC(=S)N1Nc1ccccc1
62* | CCOc1cc(CNc2ccc(O)cc2)ccc1OCc1ccc(Cl)cc1Cl
-6 | O=C(NCc1ccccc1Br)c1cccc2c1C(=O)c1ccc(N3CCC(Cc4ccccc4)CC3)cc1S2(=O)=O

Part of the list above, with bars between the fields.
compound | HTRA1 inhibitor
CC(C)(C)n1nnnc1C(c1ccccc1)N1CCc2ccccc2C1 (stereo not drawn) | -8
Cn1nc(C(F)(F)F)c(C(=O)Nc2ccc(F)cc2F)c1Sc1ccc(C(F)(F)F)cc1 | -19
O=C(O)CCn1nc(-c2ccc(F)cc2)cc(Cc2ccccc2)c1=O | 3
O=C1S/C(=C\c2ccc(N3CCOCC3)o2)C(=O)N1Cc1ccc(F)cc1 | 6
COc1cccc(N2CC(O)=C(c3nc4ccccc4c(=O)[nH]3)C2=N)c1 | -3
COc1cc(OC)c2c(-c3ccccc3)cc(=O)oc2c1C(CCN1CCCCC1)c1ccc(N(C)C)cc1 (stereo not drawn) | 6
CCN1CCN(CCCNC(=O)c2ccc3c(c2)N(Cc2ccc(C)cc2)CCS3)CC1 | 2
Cc1cc(C)n(C(=O)/C(C#N)=N/Nc2cc(Cl)cc(Cl)c2)n1 | -19
CCCCCc1ccc(-c2cn(Cc3ccc([N+](=O)[O-])cc3)nn2)cc1 | -6
C=Cc1ncc(OC)c2c1[nH]c1ccccc12 | -10
C[C@@H]1NC(=O)c2cc([N+](=O)[O-])cc(I)c2NCCCC[C@@H](C(N)=O)NC(=O)[C@H](CCC(=O)O)NC1=O | -6
CCc1ccc(NC(=O)CN(C)S(=O)(=O)c2ccc3[nH]c(=O)oc3c2)cc1 | 2
Cc1ccc(-c2csc(N3CCN(c4ccc5nc(-c6ccncc6)n(CCN6CCCCC6)c5c4)CC3)n2)cc1 | 23
C=CCN1C(=O)[C@@H]2Cc3c([nH]c4ccccc34)C(c3ccc(O)cc3)N2C1=S (stereo partly drawn) | -22
COc1ccccc1CNC(=S)Nc1ccc(S(N)(=O)=O)cc1 | -13
CCOC(=O)C1CCCN(C(=O)Cn2ncc3c(=O)oc4ccc(C)cc4c32)C1 (stereo not drawn) | 4
C=CCOc1ccccc1CNc1ccc2c(c1)OCCO2 | 6
COc1cccc(-c2sc3cc(OC)c(OC)cc3c2-c2ccc(OCCN3CCCCC3)cc2)c1 | -13

More structures
HTRA1 inhibitor | molecule
-33 | Cc1cccc([C@@H]2[C@@H]3C(=O)N(Cc4ccccc4)C(=O)[C@@H]3[C@]3(C)C(=O)N(c4ccc(Br)cc4)C(=O)N23)c1
-35 | Cc1ccc(S(=O)(=O)N2CCC(=O)N(C(COCc3ccc(C(F)(F)F)cc3)C(C)C)CC2)cc1 (stereo not drawn)
-3 | C#CCOCCOCCOCCNc1nc(N2CCN(C(=O)[C@H]([C@@H](C)CC)n3cc([C@@H](N)Cc4ccc(O)cc4)nn3)CC2)nc(N2CCN(C(=O)[C@H](CCCCN)n3cc([C@@H](N)C(C)CC)nn3)CC2)n1 (stereo partly drawn)
-18 | CCCN1CCc2c(sc(NC(=O)c3ccc(S(=O)(=O)N(C)c4ccccc4)cc3)c2C(N)=O)C1
-2 | COc1ccc2c(COC(=O)CCS(=O)(=O)c3ccccc3)cc(=O)oc2c1
6 | C[C@]12CCC[C@H](O1)[C@H]([C@@H](O)c1ccccc1)O2
-8 | CCOC(=O)c1nc(C)n(-c2ccc(Cl)cc2Cl)n1
-24 | COc1cccc(C(=O)NC(=S)Nc2ccccc2N2CCOCC2)c1
-16 | Cc1ccc2cccc(S(=O)(=O)N3CCN(c4ccccc4F)CC3)c2n1
-6 | Cc1ccc(C(=O)N/C(=C\c2ccc(F)cc2)C(=O)NCc2ccncc2)cc1
4 | C[C@@]12C(=O)N(c3ccc(C(F)(F)F)cc3)C(=O)N1[C@@H]1c3ccccc3OC[C@@H]1[C@H]2c1ccccc1
10 | CCc1sc(C(=O)Nc2nc(-c3ccccn3)cs2)cc1C
-80 | CN(C)C/C=C/C(=O)Nc1cccc(-c2c[nH]c3ncnc(Oc4ccc(NC(=O)CC(=O)Nc5ccc(F)cc5)cc4F)c23)c1
-53 | CCOC(=O)c1c(N2C(=O)Nc3cc(Cl)c(Cl)cc3N2O)sc2c1CCCCC2
-10 | COc1ccc(CNC(=O)C2CCCN(c3ncnc4c3nc3n4CCCCC3)C2)cc1 (stereo not drawn)
-11 | Cc1ccc(NC(=O)CCNS(=O)(=O)c2ccc3c(c2)oc(=O)n3C)c(C)c1
-2 | Cc1ccc(Nc2nc(-c3ccc(S(=O)(=O)N4CCCC4)cc3)cs2)cc1C
-1 | Cc1ccc(C)c(N2CCN(C(=O)c3ccc(N4CCCC4=O)cc3)CC2)c1
-14 | COc1cccc(CN2CCCN(S(=O)(=O)c3ccc(Br)cc3)CC2)c1
-2 | CC(C)(C)c1nnc2sc(SCC(=O)c3ccc(Cl)cc3)nn2c1=O
4 | CCCCNC(=O)CCSc1nc2nc(C)cc(C)n2n1
4 | O=C(c1noc2c1CCCC2)N1CCOCC1
6 | Cc1cccc(NC(=O)CNC(=O)Cn2ncc(Cl)c(Cl)c2=O)c1C
-4 | Cc1cc(NS(=O)(=O)c2ccc(NC(=O)Cc3cccs3)cc2)no1
-1 | Cc1ccc(S(=O)(=O)N2CCN(C(=O)CN3CCCCC3)C2C(C)C)cc1 (stereo not drawn)
6 | O=c1c2[nH]c3ccc(F)cc3c2ncn1CC1CCCO1 (stereo not drawn)
0 | CC(C)OCCCNC(=O)C1CCC(CNS(=O)(=O)c2cccc3nsnc23)CC1 (stereo not drawn)
-8 | Cc1nn(Cc2ccc(F)cc2)c(C)c1NC(=O)c1cnn2c1NC(c1ccccc1)CC2C(F)(F)F (stereo not drawn)
-5 | CCC1COCCS(=O)(=O)N1Cc1ccc(C)cc1 (stereo not drawn)
-6 | COc1cc(NC(=O)Cc2nn(C)c(=O)c3ccccc23)cc(OC)c1OC
-21 | O=C1C(Cc2ccccc2)Nc2ncnc(N3CCc4ccccc4C3)c2N1Cc1ccccc1 (stereo not drawn)
5 | S=c1[nH]nc(-c2ccccc2)n1/N=C/c1cccs1
-5 | Cc1[nH]c(=O)[nH]c(=O)c1S(=O)(=O)N1CCC(C(=O)N2CCN(Cc3ccccc3)CC2)CC1
17 | Cc1cccc(C2=NN(c3ccccc3)[C@H](CO)[C@H]2c2ccccc2)c1
-2 | CCOC(=O)C1=C(Cc2ccc(OC)cc2)C(=O)c2ccccc2C1=O
-24 | Cc1cccc(N2C(=O)N3[C@@H]4c5ccccc5OC[C@@H]4[C@@H](c4ccccc4)[C@]3(C)C2=O)c1
7 | C(=C\c1ccco1)/C1=NN(c2ccccc2)C(c2ccco2)C1 (stereo not drawn)
0 | COC(=O)c1ccncc1C(=O)Nc1ccc(F)cc1
-8 | COCCn1c(CN(Cc2ccccc2)Cc2ccccc2)nc2c1c(=O)n(C)c(=O)n2C
39* | CN1C(=O)CC(Nc2cccc3cccc(N)c23)C1=O (stereo not drawn)
0 | CCc1cc(-c2n[nH]c(=S)n2-c2ccccc2C)cs1
13 | CCCCNC(=O)C(C#N)c1nc2ccccc2nc1N1CCN(Cc2ccc3c(c2)OCO3)CC1 (stereo not drawn)
-2 | COC(=O)CSC1=C(C#N)C(c2ccc3c(c2)OCO3)C2=C(CCCC2=O)N1 (stereo not drawn)
-17 | Cc1nn(-c2ccccc2)c(C)c1C(=O)OCC(=O)NC12CC3CC(CC(C3)C1)C2
-4 | O=C(COc1c(Br)cc(Br)cc1Br)N/N=C/c1ccco1
-2 | O=C1CCN(Cc2nnnn2CC2CCCO2)c2ccccc2N1 (stereo not drawn)
-1 | N#Cc1nc(Cc2ccccc2)oc1N1CCN(c2cccc(Cl)c2)CC1
4 | C#CCOCCOCCOCCNc1nc(N2CCN(C(=O)[C@H](CCCN=C(N)N)n3cc(C(N)[C@H](C)CC)nn3)CC2)nc(N2CCN(C(=O)[C@H](CCCN=C(N)N)n3cc(C(N)[C@@H](C)CC)nn3)CC2)n1 (stereo partly drawn)
0 | COCCN1C(=O)C(=O)/C(=C(/O)c2ccc(S(=O)(=O)N3CCOCC3)cc2)C1c1ccc(O)c(OC)c1 (stereo not drawn)
-9 | Cc1nc(/N=C(\N)NC(=O)c2ccccc2)nc2ccccc12
3 | CCCN(CCC)CCNC(=O)C(NS(=O)(=O)c1ccc2c(c1)CCC(=O)N2)c1ccccc1 (stereo not drawn)
-14 | CC(C)(C)C#CCn1c(/C=[N+](\[O-])C2CCCCC2)nc2ccccc21
-1 | CCOc1ccc(-n2c(=O)c3c(C)c(C)sc3n(CC(=O)NCc3ccco3)c2=O)cc1
0 | CCCCCCc1nc(C(N)=O)c2[nH]c(=O)n(-c3ccccc3F)c2n1
-2 | COc1ccc(NC(=O)c2ccc(CN3CCN(c4ccccc4)CC3)cc2)cc1OC
-3 | Cc1c(C(=O)Nc2cnccn2)oc2ccccc12
22 | CCOc1cc(/C=C2\C(=O)N(c3ccc(C(N)=O)cc3)N=C2C)ccc1OC(=O)c1cccs1
3 | CN(C(=O)c1ccncc1)c1nnc(-c2ccncc2)s1
2 | Cn1c(=O)[nH]c(=O)c2c1nc(N1CCCCCC1)n2CCSc1nc2ccccc2o1
-7 | COC(=O)c1ccc(CSc2ccc3nnc(-c4ccccc4)n3n2)o1

Other results follow:
HTRA1 inhibitor | molecule
-1 | O=C(O)c1ccc2[nH]c3c(c2c1)CSCC3
1 | CC(C)(C)c1ccc(C(=O)N2CCC(C(=O)NCc3ccncc3)CC2)cc1
5 | NC(=O)CSc1nnc(-c2ccc(S(=O)(=O)N3CCCC3)cc2)n1Cc1ccco1
1 | COc1cc(NS(=O)(=O)c2ccc(-n3cccn3)cc2)cc(OC)c1
-10 | O=C(/C=C(\c1ccc(Cl)cc1)n1cncn1)c1ccc(Cl)cc1
-2 | COCCn1c(SCC(=O)c2c[nH]c3ccccc23)nnc1-c1ccncc1
-1 | CC(C)(C)C1C/C(=C/c2ccccn2)C(=O)/C(=C/c2ccccn2)C1 (stereo not drawn)
9 | O=C(O)c1c2c(nc3ccc(F)cc13)CCC2
